High-throughput results (PubChem BioAssay)
Mm-Cpn inhibitor: M. maripaludis TRiC chaperonin inhibition. AID 504842. 330,000 tested, 0.031% active. Potency, µM (highest dose often 76.9 µM), without a hit: at the top dose activity, negative = inhibition, hits mostly inhibitors. purified Mm-Cpn ATPase, ADP Transcreener TR-FRET; also: potency is read from the fitted curve at half-maximal effect; % is scaled to controls: 0 for no effect and ±100 for the full control effect; nearly all actives have a fitted effect of over 80% in size
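ATP (10 uM final) was added to archaeal chaperonin (25 nM final) after 10 min exposure to test compound at 37°C; after 30 min further incubation, ADP was detected by competitive TR-FRET.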
HepG2 viability: kills HepG2 cells in TGF-b inhibitor counter-screen; Potency, µM (titrated, usually from 46.1 µM), for inactives: at the top dose activity change, negative = cytotoxicity, actives largely listed as cytotoxic; HepG2 CAGA-GFP viability, ATP luminescence, 18 h; 410,000 tested, 0.76% active; also: potency is read from the fitted curve at half-maximal effect; some results filed as inactive show a strong effect at the top dose
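CellTiter-Glo luminescence gave cytotoxicity after 18 hours at 37 degrees C. The cells were HepG2 CAGA-GFP in 1% FBS DMEM, stimulated with 500 pg/mL TGF-beta after compound addition. %Activity was normalised to no-cell wells (complete cell-killing) and DMSO (no toxicity), and curves were fitted and classified.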
Nrf2 block: blocks Nrf2 signaling. A549 ARE-Fluc reporter, luciferase luminescence, 18-24 h. Potency, µM (doses to about 46 µM), for inactives: at the top dose activity change, negative = inhibition, usual class: inhibitors. 360,000 tested, 2.1% active. AID 504444; also: potency is read from the fitted curve at half-maximal effect; % is scaled to controls: 0 for no effect and ±100 for the full control effect; nearly all actives have a fitted effect of over 60% in size
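Two sequential reads on A549 ARE_Fluc cells exposed to compound for 18-24 h: a CellTiter-Fluor fluorescence read for viability, then a luciferase luminescence read for Nrf2/ARE activity.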
Nrf2 activator: activators of Nrf2 (ARE) signaling; Potency, µM (titrated, usually from 46.1 µM), without a hit: at the top dose activation, usual class: activators; AREc32 ARE-luciferase reporter (MCF7-derived line), luminescence, 24 h; AID 624171; 410,000 tested, 0.31% active; also: potency is read from the fitted curve at half-maximal effect; % of control where 0% means no effect; nearly all actives have a fitted effect of over 65% in size
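Luciferase luminescence (Steady-Glo, 30 min at room temperature) served as the read-out of ARE activation in AREc32 cells treated with compounds for 24 hr at 37 deg C.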
ATXN viability: cell viability loss in ATXN counter-screen. 400,000 tested, 0.49% active. Potency, µM (highest dose often 56.7 µM), actives largely listed as cytotoxic. AID 651635. S2 cells (HEK-293 line with an ATXN2-luciferase reporter) viability, CellTiter-Fluor protease fluorescence, 24 h; also: potency is read from the fitted curve at half-maximal effect; nearly all actives have a fitted effect of over 40% in size
A549 tox: counter-screen for Nrf2 inhibitors: cytotoxicity in A549 cells; A549 ARE-Fluc cells, CellTiter-Fluor viability, 18-24 h; Potency, µM (highest dose often 46 µM), for inactives: at the top dose activity change, negative = cytotoxicity, hits mostly inhibitors; 390,000 tested, 0.16% active; AID 504648; also: potency is read from the fitted curve at half-maximal effect; % is scaled to controls: 0 for no effect and ±100 for the full control effect
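A549 ARE_Fluc cells in 5% FBS OPTI-MEM were exposed to compounds in concentration-response for 18-24 h at 37 deg C. Viability was read by CellTiter-Fluor fluorescence (Ex 405/Em 525) after 30 min, before the luciferase read.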
TGFb inhibitor: TGF-b pathway inhibition. HepG2 CAGA-GFP TGF-b/SMAD3 reporter, GFP fluorescence, 18 h; TGF-beta stimulated, 500 pg/mL final. Potency, µM (doses to about 46.1 µM), without a hit: at the highest dose activity, negative = inhibition, hits mostly inhibitors. 410,000 tested, 1.2% active; also: potency is read from the fitted curve at half-maximal effect; % is scaled to controls: 0 for no effect and ±100 for the full control effect; nearly all actives have a fitted effect of over 65% in size
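Inhibition was scored as loss of TGF-beta-induced (500 pg/mL final, 18 hours, 37 degrees C) GFP in HEPG2 cells carrying a CAGA-GFP reporter, in DMEM with 1% FBS. Well GFP was summed per cell; Activity was normalised to unstimulated and stimulated DMSO wells, then concentration-response fitting.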
CCT chaperon mod: modulators of cytosolic chaperonin (CCT/TRiC) activity | purified chaperonin ATPase assay, HTRF ADP detection, 30 min | activity change, % (concentration not given with the values), hits read low | 360,000 tested, 0.3% active; in the data active = activity change below about -30%; also: % is scaled to controls: 0 for no effect and ±100 for the full control effect
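Nucleotide hydrolysis assay: TRiC at 20–40 nM final (set by batch activity) with 10 uM ATP, 30 min at 37 °C, in presence of 76 uM compound. Detection by competitive ADP HTRF, 30 min ambient.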
pAkt inh: inhibitors of Akt phosphorylation; Neuro2A IGF-stimulated pAkt S473 HTRF, 20 min; stronger effect = lower value; 360,000 tested, 0.32% active; activity change, % for hits at 50 µM; in the data active = activity change below about -80%; inconclusive = mostly about -51% to -80%; also: % is scaled to controls: 0 for no effect and ±100 for the full control effect
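Neuro2A cells in DMEM with 0.5% FBS, overnight at 37 deg C, given compound at single 50 µM final, then IGF (6 nM final) for 20 min at 37 deg C. Lysed; phospho-Akt Ser473 by HTRF after 24 h, 665/615 ratio.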
* hit, by the source's call; i = inactive; ? = inconclusive; / = no result given; & = joins results of further samples; [ ] = another dose, or the depositor's remark. Unless noted, calls follow the shape of the dose curve; as a rule, active = well fitted curve in the direction sought with a large enough effect; inconclusive = small, poorly fitted or top-dose-only effect, or another doubt; inactive = no such curve, though single readings can be large; an effect the other way counts as inactive or inconclusive. Rows were taken by chance, and some 4.4% of all compounds hit somewhere here.

SMILES | Mm-Cpn inhibitor | HepG2 viability | Nrf2 block | Nrf2 activator | ATXN viability | A549 tox | TGFb inhibitor | CCT chaperon mod | pAkt inh
CC1=C(CC[C@@H](C)CO)OC2CC3C4CCC5CC(O)CCC5(C)C4CC(=O)C3(C)C12 (stereo partly drawn) | / | -25% | ? | 5.6% | ? | -7% | 2% | 0.8 | i
COc1ccc(-c2ccc(CN3C(C)C(=O)N(Cc4cn(Cc5ccco5)nn4)CCS3(=O)=O)cc2)cc1 (stereo not drawn) | / | -19% | / | 5.6% | ? | / | -24% | 0.8 | i
COc1ccc(OC(C)C(=O)N2CCC(C)CC2)cc1 (stereo not drawn) | 1% | -9% | 13% | -0.5% | i | 24% | 15% | -0.7 | i
O=C(Cc1ccc(Cl)cc1)Nc1ccc(NC(=O)c2cccs2)cc1 | -2% | -2% | ? | 0.1% | i | 11% | -2% | -0.7 | i
CCC(C)n1c(-c2cccc(S(=O)(=O)N3CCOCC3)c2)n[nH]c1=S (stereo not drawn) | 0% | -1% | 3% | -0.1% | i | -11% | 12% | -2.9 | i
CN(C)S(=O)(=O)N1CCC(Oc2ccc(C(=O)NCC(C)(C)CO)cc2)CC1 | -4% | 2% | 1% | 1.4% | i | -2% | -10% | -1.6 | i
COc1ccc(OC)c(-n2c(Cn3c(-c4ccccn4)nc4ccccc43)n[nH]c2=S)c1 | -6% | 18% | ? | -0.1% | i | 7% | 3% | -0.3 | i
Cc1nc2ccccc2c(=O)n1/N=C/c1ccc(O)cc1O | -2% | -22% | 6% | -0.4%[9.22 µM] | i | 0% | 4% | 1.3 | i
Cc1ccc(CNc2c(C=O)c(=O)[nH]c3ccccc23)cc1 | -2% | 9% | -2% | -0.4% | ? | 2% | -11% | 0.1 | i
COc1ccc(-c2coc3cc(OC)ccc3c2=O)cc1 | / | -7% | ? | 3.7% | i | -2% | 3% | -1.7 | i
COc1ccc(N2CCN(c3ccc(-c4nc(-c5cccc(C)c5)no4)cc3[N+](=O)[O-])CC2)cc1 | / | 2% | ? | 5.5% | i | 7% | -4% | / | /
CSc1ncccc1C(=O)OCc1ccccc1F | 2% | -25% | ? | 5.9% | i | 2% | 1% | -2.2 | i
Cc1[nH]nc(-c2ccc(O)cc2O)c1Oc1ccccc1 | 1% | -26% | 3% | 3.3% | i | 8% | ? | -0.1 | i
Brc1ccc(OCc2nc(-c3ccccn3)n[nH]2)cc1 | 1% | -23% | / | -0.1% | i | -1% | -19% | -3.9 | i
Cc1cccc(NC(=O)Cn2cnc3c(oc4ccccc43)c2=O)c1C | -1% | -35% | ? | 0.3% | ? | -15% | -11% | -0.5 | i
CCOc1ccc(NC(=O)NNC(=O)c2cccnc2)cc1 | -3% | 0% | 9% | 0.1% | i | -1% | 0% | -1.2 | i
CCOC(=O)c1sc(NC(=O)COC(=O)c2ccco2)nc1C | 0% | 12% | 17% | -0.5% | i | -7% | 9% | -3.9 | i
O=C(Cc1ccc([N+](=O)[O-])cc1)NC1CCCCCC1 | 0% | 1% | 2% | -0.6% | i | 9% | 16% | -4.0 | i
CCOC(=O)CC1C(=O)NCCN1S(=O)(=O)c1ccc(Br)cc1 (stereo not drawn) | -2% | 21% | -2% | -0.6% | i | -3% | 4% | -0.3 | i
O=P(C1=C(N2CCOCC2)/C(=C\c2ccccc2)CC1)(N1CCOCC1)N1CCOCC1 | 0% | 15% | -12% | -0.1% | i | -2% | 7% | -0.8 | i
Cc1onc(-c2c(Cl)cccc2Cl)c1-c1nnc(-c2ccc(Cl)cc2)o1 | ? | 10% | ? | -0.3% | ? | 1% | -1% | 0.0 | i
Cc1ccc2oc(-c3ccc(NC(=O)c4cccc(F)c4)c(C)c3)nc2c1 | / | -19% | 27% | 4.8% | i | 0% | 6% | / | /
Cc1ccc(NS(=O)(=O)c2ccc3c(c2)NC(=O)CCS3)cc1F | 3% | -25%&-26% | ? | 0.1%&6.0% | i | -7%&-4% | ? | -1.1 | i
Cn1c(=O)c2c(nc(N3CCOCC3)n2C)n(C)c1=O | 2% | 1% | 3% | -0.6% | i | 1% | 8% | -2.7 | i
Cn1c(=O)c2sccc2n2c(CCCC(=O)Nc3ccc(Oc4ccccc4)cc3)nnc12 | / | -38% | ? | 0.8% | / | 8% | 13µM* | / | /

Compound profiles (already shown). Screens in order: Mm-Cpn inhibitor, HepG2 viability, Nrf2 block, Nrf2 activator, ATXN viability, A549 tox, TGFb inhibitor, CCT chaperon mod, pAkt inh
Listed for Cn1c(=O)c2sccc2n2c(CCCC(=O)Nc3ccc(Oc4ccccc4)cc3)nnc12 : /, -38%, ?, 0.8%, /, 8%, 13µM*, /, /
Listed for COc1ccc(-c2ccc(CN3C(C)C(=O)N(Cc4cn(Cc5ccco5)nn4)CCS3(=O)=O)cc2)cc1 (stereo not drawn) : /, -19%, /, 5.6%, ?, /, -24%, 0.8, i
Listed for CC1=C(CC[C@@H](C)CO)OC2CC3C4CCC5CC(O)CCC5(C)C4CC(=O)C3(C)C12 (stereo partly drawn) : /, -25%, ?, 5.6%, ?, -7%, 2%, 0.8, i

Additional compounds.
SMILES | Mm-Cpn inhibitor | HepG2 viability | Nrf2 block | Nrf2 activator | ATXN viability | A549 tox | TGFb inhibitor | CCT chaperon mod | pAkt inh
Cc1ccc([C@H]2C[C@@H](n3cc(-c4ccc(F)cc4)nn3)[C@H](O)CN2Cc2cccs2)cc1 | / | -26% | / | 0.0% | i | / | -7% | -0.4 | i
CCCn1c(OC)nc2c1c(=O)n(C)c(=O)n2C | 3% | 11% | 12% | 0.3% | i | -3% | 4% | -1.3 | i
Cc1noc(C)c1C(c1ccccc1)S(=O)(=O)c1ccccc1 (stereo not drawn) | 0% | 0% | 3% | -0.2% | i | -6% | 15% | -0.9 | i
O=c1[nH]cnc2c1oc1ccccc12 | 1% | 4% | 29% | 0.8% | i | 0% | -5% | -0.8 | i
CN(c1ccccc1)S(=O)(=O)c1ccc(Cl)c(C(=O)NCc2ccco2)c1 | 3% | -5% | -7% | 0.7% | i | 11% | 6% | -2.0 | i
COc1ccc(Cl)cc1NC(=O)CN(C)C(=O)c1cc2c(F)cccc2s1 | -5% | -20% | ? | 17% | ? | -15% | ? | 0.3 | i
CN(CCOCCOc1ccc(Cl)cc1Br)Cc1ccccc1 | 4% | -15% | 7% | 0.9% | i | -8% | 2% | -2.6 | i
Cc1ccnc(NC(=O)c2ccccc2NC(=O)C(C)(C)C)c1 | -2% | -22% | ? | 0.1% | i | ? | -13% | -0.7 | i
C=CS(=O)(=O)c1sc(Cl)c(N2CCOCC2)c1[N+](=O)[O-] | 5% | -28% | ? | ? | ? | ? | -16% | 2.5 | i
COc1ccc(NC(=O)N2CCCCCC2)cc1 | -5% | -82% | ? | 1.9% | i | 3% | ? | -2.2 | i
N/C(Cc1cccc2ccccc12)=N\OC(=O)COc1ccccc1 | 1% | -16% | 5% | 0.2% | i | ? | 1% | -2.2 | i
COC(=O)c1ccc(NC(=O)CN2CCN(S(=O)(=O)c3cc(Cl)ccc3OC)CC2)cc1 | -1% | 14% | -6% | -0.5% | i | -2% | 11% | -2.9 | i
Cc1sc2nc(C3CC3)nc(N3CCN(S(=O)(=O)c4ccc(F)cc4)CC3)c2c1C | 1% | 8% | -19% | 2.4% | i | -5% | -21% | 2.0 | i
O=C(NCc1cccnc1)C1c2ccccc2C(=O)N1C1CCCCCCC1 (stereo not drawn) | -2% | -22% | / | -0.7% | ? | 0% | 9% | -0.6 | i
COc1ccccc1Nc1nn2c(=O)c3ccc(C(=O)NCc4cccs4)cc3nc2s1 | / | -6% | / | -0.1% | / | 7.3µM* | -16% | / | /
Cc1cc(C)nc(SCNC(=O)c2ccccc2)n1 | 0% | 13% | 25% | -0.3% | i | 0% | -28% | 1.9 | i
Cc1cc(C(=O)O)c(CSc2ncn[nH]2)o1 | 3% | 0% | -5% | -0.4% | i | 0% | 5% | -1.1 | i
Cc1ccc(NC(=O)CSc2ncnc3c2sc2ccccc23)cc1C | / | -7% | / | 0.0% | i | 10% | 3% | / | /
O=C(Nc1ccc(NC(=O)C23CC4CC(CC(C4)C2)C3)cn1)c1ccco1 | 1% | 7% | ? | -0.6% | i | 6% | 10% | 2.7 | i
COc1ccc(CN(CCCN2CCOCC2)C(=O)Nc2cccc(Cl)c2)cc1OC | -1% | -2% | -2% | 0.1% | i | -3% | ? | -0.7 | i
O=C(NNC(=O)c1ccc(Br)o1)c1ccc(NS(=O)(=O)c2cccs2)cc1 | / | 0% | 22% | -0.3% | i | -1% | -25% | 0.9 | i
COc1ccc(C(=O)N(Cc2ccco2)C(C(=O)NC2CCCC2)c2ccc(O)cc2)cc1OC (stereo not drawn) | -1% | -2% | / | 1.1% | i | -1% | -11% | -0.8 | i
O=CN1Cc2[nH]c3ccccc3c2N(c2ccc(Cl)cc2)C1=O | -2% | -11% | 13% | 10.0% | i | / | 3% | -0.7 | i
N#CCCCSc1nnc(Cc2ccc3c(c2)OCO3)o1 | 3% | 5% | 21% | 0.5% | i | 6% | 2% | 1.0 | i
N#Cc1cccc(C#N)c1Oc1ccc(S(=O)(=O)Nc2ccccc2)cc1 | 1% | 13% | ? | 16% | i | 2% | -7% | 1.6 | i
CC(C(=O)Nc1ccc(C(F)(F)F)cc1)N(C)CC(=O)N1CCN(Cc2ccccc2)CC1 (stereo not drawn) | 2% | -16% | -19% | -0.1% | i | 1% | ? | -0.6 | i
COc1ccc(NC(=S)Nc2cnc3ccccc3c2)c(OC)c1 | 1% | -3% | 0% | 0.0% | i | -1% | -1% | 0.7 | i
Cc1cc(C)n(CCCNC(=O)CCNS(=O)(=O)c2ccccc2C(F)(F)F)n1 | -16% | -4% | 1% | 0.6% | i | 0% | 13% | 1.1 | i
O=C(NC(=S)N1CCN(c2ccc(F)cc2)CC1)c1cccs1 | ? | -4% | -1% | ? | i | 8% | ? | 0.2 | i
